# From PubChem
# S3 lipid droplet = qHTS Assay for Lipid Storage Modulators in Drosophila S3 Cells. Drosophila S3 cells, BODIPY lipid droplet fluorescence, 18-24 h; cells fed with added oleic acid. Potency in µM for hits, for the others lipid storage change, negative = inhibition, % at the top dose, mostly 46.1 µM. 0.64% of 320,000 active; active = well fitted inhibition curve with a large enough effect in the signal ratio, with a control signal flat, not every such curve was filed as active; inconclusive = small, poorly fitted or top-dose-only effect, or effect the other way, or a change in a side signal; the % refers to the signal ratio
#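 Laser-scanning cytometry quantifies lipid droplet accumulation (500–530 nm total intensity; droplet/cell object ratio) in oleic acid-fed (400 uM added) Drosophila S3 cells treated with a concentration series. 20 uM Triacsin C defined 100% inhibition.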
# S3 lipid droplet cell count max = also measured in S3 lipid droplet; calls as there; cell number change, %; measured here: cell count max response;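 cells counted by Cell Tracker Red CMTPX staining in the red channel; peak over a dose series mostly up to 46.1 µM; percent activity relative to internal control wells on each plate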
# * = called active by the depositor; i = inactive; ? = inconclusive; · = not tested or not shown; & = joins results of further samples. % is scaled to controls: 0 for no effect and ±100 for the full control effect; potency is read from the fitted curve at half-maximal effect.
Compound,S3 lipid droplet,S3 lipid droplet cell count max
c1ccc2c(SCc3cn4ccccc4n3)nncc2c1,?,·
Cc1cc(C(=O)NC2CCCc3c2cnn3-c2cccc(C)c2C)c(C)o1 (stereo not given),?,·
CCCN1CCN(C(=S)NCc2ccc(Cl)cc2)CC1,-8%,1
O=C1C(Cc2cccc([N+](=O)[O-])c2)SC(=Nc2ccccc2)N1c1ccccc1 (stereo not given),13%,13
Cc1ccc(C2C(C#N)=C(N)Oc3n[nH]c(-c4cccnc4)c32)o1 (stereo not given),4%,1
c1ccc(OCc2cc(-c3ccccc3)no2)cc1,?,·
CC(C)OCCCNC1=C(Cl)C(=O)c2ccccc2C1=O,?,·
CC(NS(=O)(=O)CCNC(=O)c1ccccc1)c1ccccc1 (stereo not given),16%,10
O=C(N/N=C/c1cccc([N+](=O)[O-])c1)c1ccncc1,9%,-7
O=C(Nc1cccc([N+](=O)[O-])c1)c1cc2ccccc2cc1O,-15%,-13
OCC1(Cc2ccc(Cl)cc2)CCN(CC2CC=CCC2)CC1 (stereo not given),7%,·
CC(C)N(CCCNC(=O)C1CCN(C(=O)c2cc3sccc3n2C)CC1)Cc1ccccc1,?,·
COc1ccc(C(=O)Nc2ccc(S(=O)(=O)Nc3cc(C)nc(C)n3)cc2)cc1OC,1%,11
CC(c1ccon1)N(C)Cc1cn(Cc2ccccc2)nc1-c1ccc2c(c1)OCO2 (stereo not given),16%,-11
O=C(CCN1C(=O)/C(=C\c2cccs2)SC1=S)Nc1ccccn1,?,·
O=C(C1CC1)N1CCC(c2nc(-c3ccc(S(=O)(=O)NCC4CCCO4)cc3)no2)CC1 (stereo not given),?,·
COc1ccc(S(=O)(=O)N2CCC(N3CCCCC3)CC2)cc1,?,·
[N-]=C=C1C(=O)NC(=O)C([n+]2ccc(-c3ccncc3)cc2)C1c1ccccc1C(F)(F)F (stereo not given),?,·
CSCCC(=O)Nc1ccc(C(C)=O)cc1,5%,-2
COC(=O)/C(=N/Nc1ccccc1C)N1CCCc2ccccc21,4%,-3
CCOc1ccc(Cl)cc1CNc1nnnn1CC,?,·
CC(C)C(C)NC(=O)COc1nc2ccccc2nc1N(C)C1CCCCC1 (stereo not given),?,·
Cc1ccc(C(=O)COc2cc(O)c3c(=O)cc(-c4ccccc4)oc3c2)cc1,30%,1
COC(=O)c1cccc(C23CC4(C2)[C@H](CN(Cc2ccc(-c5ccccc5)cc2)[C@@H]4c2ccccc2)C3c2ccc(C(F)(F)F)cc2)c1 (stereo not given in full),12%,0
COc1cccc(C(=O)NN/C(C)=C/C(=O)C(F)(F)C(F)(F)C(F)(F)F)c1,?,·
CC1CCN(CC(=O)NCc2ccccc2)CC1,?,·
O=C(COc1ccc([N+](=O)[O-])cc1)NNC(=O)Nc1ccc([N+](=O)[O-])cc1,?,·
Cc1ccc(S(=O)(=O)/N=C2/C=C(Sc3ncn[nH]3)C(=O)c3ccccc32)c(C)c1,?,·
CC(=O)Nc1ccc(N2C(=O)CSC2c2ccccc2[N+](=O)[O-])cc1 (stereo not given),?,·
COc1cc2c(=O)n(CCC(=O)NCC3CCCO3)c(=O)n(CC(=O)Nc3ccc(C)cc3)c2cc1OC (stereo not given),-16%,17
O=C(CSc1ccc2ccccc2n1)c1ccc2c(c1)OCO2,?,·
COCc1cc(CN2CCCC2)c(O)c2ncccc12,?,·
Cc1cc(OCC(=O)NC2CC(C)(C)NC(C)(C)C2)c(C)cc1Br,?,·
COC(=O)c1ccccc1NC(=S)NC(NC(=O)COc1ccccc1)C(Cl)(Cl)Cl (stereo not given),-4%,0
CCCCCNC(=O)c1ccc2c(=O)[nH]c3c(C(=O)NCC4CCCO4)sc(=S)n3c2c1 (stereo not given),?,·
CC(C)C(=O)Nc1cccc(C(=O)N2CCCCC2C)c1 (stereo not given),?,·
Oc1cccc2ccc(/C=C/c3c(F)cccc3Cl)nc12,?,·
CC(/C=N/Nc1nc2ccccc2[nH]1)=C\c1ccccc1,?,·
COc1ccc(CCNS(=O)(=O)c2cccc([N+](=O)[O-])c2)cc1OC,?,·
O=C(CCCN1C(=O)c2cccc3cccc(c23)C1=O)N1CCN(c2ncccn2)CC1,?,·
Nn1c(SCC(=O)N2CCCc3ccccc32)nnc1-c1ccc(Cl)cc1,?,·
O=C(COC(=O)/C=C/c1cccs1)Nc1nc(-c2ccccc2)cs1,?,·
CC(=O)Nc1ccc(N(CC(=O)NC2CCCCC2)C(=O)Cn2nnc(-c3ccccc3)n2)cc1,?,·
CCCCOC(=O)Oc1ccc2c(=O)c(Oc3cccc(C)c3)coc2c1,-5%,12
O=C(O[C@@H]1[C@H](Cc2ccccc2)NS(=O)(=O)[C@H]2C[C@@H]3C=C[C@]12O3)c1ccccc1Br,i,-4
C=CCNS(=O)(=O)c1cccc(C(C)=O)c1,?,·
C=CCn1c(SCC(=O)N2CCN(c3ccc(F)cc3)CC2)nnc1-c1cccs1,?,·
N=c1c(S(=O)(=O)c2ccc(Cl)cc2)cc2c(=O)n3ccccc3nc2n1C1CCCC1,13µM*,·
Cc1ccc(NC(=O)CN(C)Cc2cccs2)cc1Cl,i,-19
COc1cccc(/C(=N/O)C2CC2c2ccc(Cl)cc2)c1 (stereo not given),?,·

# Whole records from above. Values in the order: S3 lipid droplet, S3 lipid droplet cell count max
# N=c1c(S(=O)(=O)c2ccc(Cl)cc2)cc2c(=O)n3ccccc3nc2n1C1CCCC1 across the screens: 13µM*, ·
# Nn1c(SCC(=O)N2CCCc3ccccc32)nnc1-c1ccc(Cl)cc1 across the screens: ?, ·
# COc1cccc(/C(=N/O)C2CC2c2ccc(Cl)cc2)c1 (stereo not given) across the screens: ?, ·

# New compounds follow.
Compound,S3 lipid droplet,S3 lipid droplet cell count max
Cn1c(=O)c2c(nc(CO)n2C)n(C)c1=O,?,·
Cc1cccc(C)c1N(CC(=O)NN=C1CCCCCC1)S(C)(=O)=O,?,·
Cn1nc2c3cc(F)ccc3n(Cc3ccc(F)cc3)cc-2c1=O,?,·
CCOC(=O)n1ccc(C(=O)Nc2ccccc2F)n1,16%,10
COc1ccc(CC(=O)NCC(=O)N/N=C/c2ccco2)cc1,5%,1
Cn1c(=O)[nH]c(=O)c2c1nc(N1CCCCCC1)n2CC(N)=O,-2%,0
CCSc1nc2sccc2c(=O)n1-c1ccccc1,i,·
COc1cccc(NC(=O)CN(C)C(=O)C2=COCCO2)c1,?,·
c1ccc(CN=C2NN=C(c3ccccc3)CS2)cc1,?,·
O=C(COC(=O)c1ccc(S(=O)(=O)N2CCCC2)cc1)Nc1ccc(Cl)cc1,?,·
O=C(c1ccoc1)N1CCCC(N2CCN(c3cccc(C(F)(F)F)c3)CC2)C1 (stereo not given),6%,18
CCc1cc2c(N[C@@H](Cc3ccccc3)C(=O)O)ncnc2s1,-17%,2
OCCN1CCN(C(=S)Nc2ccc(SC(F)F)cc2)CC1,?,·
N#Cc1ccc(Oc2cccc3cccnc23)c([N+](=O)[O-])c1,?,·
COc1ccc(OC)c(C2/C(=C(/O)c3cnn(-c4ccccc4)c3C)C(=O)C(=O)N2CCN(C)C)c1 (stereo not given),?,·
CCOC(=O)C1(Cc2ccccc2)CCN(C2Cc3ccccc3C2)CC1,?,·
O=C(NNC(=O)C12CC3CC(CC(C3)C1)C2)c1ccncc1,?,·
O=[N+]([O-])c1cccc(/C=N\N=C2c3ccccc3-c3ccccc32)c1O,-4%,-14
CCN(CC)C(=O)c1sc(NC(=O)c2ccc(C)c([N+](=O)[O-])c2)c(C#N)c1C,?,·
CCOC(=O)c1cc(-c2cccc([N+](=O)[O-])c2)n[nH]1,?,·
O=C(O)c1ccc(NC(=S)NC(=O)C(c2ccccc2)c2ccccc2)cc1,-2%,18
O=C(Cc1ccc(Cl)cc1)N/N=C/c1cccc(O)c1,?,·
Nc1[nH]c(=O)[nH]c(=O)c1N=Nc1cccc(Cl)c1,9%,30
Cc1c(O[C@@H]2O[C@H](CO)[C@@H](O)[C@H](O)[C@H]2O)ccc2c1oc(=O)c1ccccc12,?,·
O=C(O)c1ccc(CS(=O)(=O)Cc2ccccc2F)o1,-4%,-1
CCOC(=O)c1c(C)nc2sc3c(=O)n(-c4ccc(C(C)=O)cc4)nnc3c2c1-c1ccc(OC)cc1,?,·
CCN(CC)S(=O)(=O)c1ccc2oc(SCC(=O)Nc3cc(C)on3)nc2c1,-15%,-1
CN(C)S(=O)(=O)c1cccc(NC(=O)CO/N=C(\N)c2ccccc2)c1,?,·
Cc1c(C(=O)N(C)C)sc(NC(=O)c2cccc([N+](=O)[O-])c2)c1C#N,?,·
CCOc1ccc(NC2OC(CO)C(O)C(O)C2O)c([N+](=O)[O-])c1 (stereo not given),-15%,13

# An excerpt from above in order of their number in S3 lipid droplet cell count max, descending:
Molecule,S3 lipid droplet,S3 lipid droplet cell count max
Nc1[nH]c(=O)[nH]c(=O)c1N=Nc1cccc(Cl)c1,9%,30
O=C(O)c1ccc(NC(=S)NC(=O)C(c2ccccc2)c2ccccc2)cc1,-2%,18
CCN(CC)S(=O)(=O)c1ccc2oc(SCC(=O)Nc3cc(C)on3)nc2c1,-15%,-1

# (cont.)
Compound,S3 lipid droplet,S3 lipid droplet cell count max
CC(OC(=O)c1ccco1)C(=O)NC1CCCCC1 (stereo not given),-12%,5
COc1nc(N=C(N)N)nc2c(C)cccc12,-2%,-11
Cc1nonc1NC(=O)CSc1ccccn1,?,·
Cc1cc(=O)oc2ccc(OC(C)C(=O)O)cc12 (stereo not given),?,·
CC(=O)N(C)c1ccc(NC(=O)c2cnn(C)c2)cc1,?,·
CC(NC(=O)c1cc(-c2ccccn2)nc2ccc(Cl)cc12)C1CCCO1 (stereo not given),?,·
Cc1ccc2c(N)c(C#N)sc2n1,?,·
O=C(O)/C=C/C(=O)Nc1ccccc1C(=O)Nc1ccccc1,?,·
Cc1cc(C(=O)CN2C(=O)NC(CC(C)C)C2=O)c(C)n1-c1ccccc1F (stereo not given),?,·
O=C1C2C3c4ccccc4C(c4ccccc43)C2C(=O)N1c1cccnc1 (stereo not given),?,·

# The results go on.
# Values run as follows: S3 lipid droplet	S3 lipid droplet cell count max
CC1CCN(C(=O)CCCC(=O)O)CC1
→ -25%	-6
COc1cc(CNC(=O)CCn2nc(C)c3c(C)n(-c4ccccc4)nc3c2=O)cc(OC)c1OC
→ ?	·
Cn1nc(-c2ccccc2)c(C#N)c1Sc1cccc(Cl)c1
→ ?	·
Cc1ccc(C)c(S(=O)(=O)N2CCCC2CNC(=O)C(=O)NCc2ccco2)c1 (stereo not given)
→ ?	·
O=C(COC(=O)/C=C/c1ccco1)Nc1ccc(F)cc1Cl
→ ?	·
COc1ccc(C)cc1N(CC(=O)N/N=C/c1ccc2c(c1)OCO2)S(C)(=O)=O
→ 24%	0
O=[N+]([O-])c1ccccc1CCc1cnc(Cl)s1
→ 8%	6
O=c1[nH]c(=S)[nH]c2nc(-c3cccs3)cc(C(F)(F)F)c12
→ 5%	13
Nc1cccc(/C=C/c2ccncc2)c1
→ ?	·
CCC1(C)OC(=O)NN(c2ccc(C)cc2)C1(C)O (stereo not given)
→ -16%	5
CCCc1nnc(NC(=O)Cn2c(=O)oc3cc(Br)ccc32)s1
→ ?	·
O=S(=O)(c1cccs1)N1CN(Cc2cccs2)c2nc3ccccc3nc21
→ ?	·
CN(c1cccc(NC(=O)c2ccc(Cl)c(S(=O)(=O)N3CCOCC3)c2)c1)S(C)(=O)=O
→ ?	·
COCc1nnc(NC(=O)c2cc3ccccc3o2)s1
→ -69%	1
CCC(=O)Nc1ccc(C(=O)CSc2nnc(-c3ccccc3F)n2C2CC2)cc1
→ 10%	2
O=C(NCc1ccco1)c1ccc(Br)c(S(=O)(=O)N2CCCCC2)c1
→ ?	·
NC(=O)C1(N2CCCCC2)CCN(C(=S)NCCc2ccccc2)CC1
→ ?	·
COc1ccccc1/C=C/C(=O)/C=C/c1ccccc1O
→ ?	·
O=C(CSc1ccc2ccccc2c1)NC1CCCc2ccccc21 (stereo not given)
→ ?	·
CCC(=O)c1ccc(OCC(=O)OCC(=O)NCC2CCCO2)cc1 (stereo not given)
→ ?	·
O=C(O)c1ccc(N(Cc2ccccc2)S(=O)(=O)c2ccccc2)cc1
→ -17%	-19&41
COc1ccc(NC(=O)[C@@H](NC(=O)c2ccccc2)C(C)C)cc1S(=O)(=O)N1CCCCC1
→ -1%	-2
Cc1c(C(=O)NCCc2ccc(Cl)cc2)sc2nc3n(c(=O)c12)CCC3
→ ?	·
O=C(CN1C(=O)/C(=C\c2cccc(Cl)c2)Oc2ccccc21)N1CCN(c2ccccn2)CC1
→ 22%	·
O=S(=O)(NCCOCCNS(=O)(=O)c1ccccc1)c1ccccc1
→ ?	·
C=C(C)c1cccc(C(C)(C)NC(=O)N2CCN(C)CC2)c1
→ -13%	5
Cc1cc(C)cc(NC(=O)CN(C)S(=O)(=O)c2cnc[nH]2)c1
→ 0%	15
O=CC1=C(c2ccccc2)Oc2ccccc2O1
→ ?	·
COc1cccc(-c2nc(OC(C)C)c3ccccc3n2)c1
→ ?	·
c1ccc2c(c1)ncn2-c1ccc(-c2ccnc(-c3ccncc3)n2)cc1
→ 8%	-2
Cc1nc2ccc(S(=O)(=O)c3ccc4nc(C)[nH]c4c3)cc2[nH]1
→ -2%	2
CCCCCn1cnc2c(=S)nc(N)[nH]c21
→ ?	·

# A portion of the library; the hit share may differ from the screen's.
